# Bioassay records: PubChem BioAssay, Southern Research Specialized Biocontainment Screening Center
# RSV CPE inhibition: RSV antiviral activity via CPE protection, HEp-2 cells, primary 10 µM value included (AID 2391) | HEp-2 cells, RSV-induced CPE inhibition; higher % means a stronger effect | 0.13% of 310,000 active | CPE inhibition, % at 10 µM, or IC50 in µM where a hit was titrated; in the data active = a potency from the dose series; inconclusive = CPE inhibition mostly from about 23% at the one dose, without a potency; inactive = the rest, 99 in 100 with CPE inhibition below about 21%; also: strong numbers were not always called active
# SV40 large T antigen: TAg ATPase/helicase activity blockers – biochemical (AID 1903). SV40 large T antigen ATPase/helicase inhibition assay; higher % means a stronger effect. inhibition, % at 20 µM; hits with a dose series show IC50 in µM. 0.39% of 310,000 active; in the data active = a potency from the dose series; inconclusive = inhibition mostly from about 32% at the one dose, without a potency; inactive = the rest, 99 in 100 with inhibition below about 32%; also: strong numbers were not always called active
# Salmonella PhoP GFP: PhoP-dependent GFP reporter repression – Salmonella Typhimurium, primary screen (AID 1863) | S. Typhimurium PhoP-regulated promoter GFP reporter, 4 h; higher % means a stronger effect | inhibition, % at 50 µM; hits with a dose series show IC50 in µM | 0.16% of 300,000 active;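 active = inhibition over 29.93%, a cutoff 3 SD above the screen mean, later confirmed by dose response; inconclusive = inhibition over 29.93% but no dose response follow-up; inactive = inhibition at most 29.93% or unconfirmed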;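 also: 0% = low Mg2+ inducing control and 100% = high Mg2+ repressing control; strong numbers were not always called active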
# West Nile virus CPE: inhibition of WNV-induced cytopathic effect – cell-based, CPE readout (AID 1621). West Nile virus-infected cells, CPE inhibition; higher % means a stronger effect. CPE inhibition, % at 10 µM, or IC50 in µM where a hit was titrated. 0.02% of 290,000 active; in the data active = a potency from the dose series; inconclusive = CPE inhibition mostly from about 3.7% at the one dose, without a potency; inactive = the rest, 99 in 100 with CPE inhibition below about 2.2%; also: strong numbers were not always called active
# Numbers without * were called inactive; ? = inconclusive; . = no result given; & = joins results of further samples.
# Below each compound: RSV CPE inhibition, SV40 large T antigen, Salmonella PhoP GFP, West Nile virus CPE
> COc1ccc(CCNC(=O)C(=O)NCC2OCCN2S(=O)(=O)c2ccc(F)cc2)cc1 (centres undefined)
→ 1.2%, 1%, ., -0.7%
> COc1ccc(-c2csc(NC(C)c3nc4cc(C(F)(F)F)ccc4n3CCOCCO)n2)cc1 (centres undefined)
→ 14%, 7%, ., -1.0%
> O=C(Cc1ccc(NC2=NC3CS(=O)(=O)CC3S2)cc1)Nc1ccc(F)cc1 (centres undefined)
→ 0.0%, 3%, ., 0.1%
> Cn1cc(S(=O)(=O)N2CCc3ccccc32)cc1C(=O)NC1CCCCC1
→ 1.8%, 2%, ., -0.3%
> Cc1ccc(Cn2c(C(CO)Nc3nc(-c4ccc(F)cc4)cs3)nc3ccccc32)cc1 (centres undefined)
→ -3.7%, -1%, ., -0.3%
> CCN1CCc2c(sc(NC(=O)C3CCCCC3)c2C(=O)OC)C1
→ -0.3%, 5%, ., 0.1%
> O=C1[C@H]2[C@@H](/C=C/c3ccccc3)N3C(=O)CN(CCO)C(=O)[C@@]3(Cc3ccccc3)[C@H]2C(=O)N1c1ccccc1
→ 0.8%, 11%, ., -1.2%
> COc1ccc(-c2noc(N3CCC(C(=O)Nc4ccccc4Cl)CC3)n2)cc1
→ 4.5%, 20%, ., 0.1%
> CCC(C)[C@H](NC(=O)C1CCN(C(=O)[C@H](Cc2ccccc2)NS(=O)(=O)c2ccc(C)cc2)CC1)C(=O)O (some centres undefined)
→ -0.5%, 7%, ., 0.4%
> CCc1ccc(Nc2n[n+](-c3ccccc3)c(-c3ccc(OC)c(Br)c3)s2)cc1
→ 27%, 10%, ., -1.5%
> COc1cccc(CNS(=O)(=O)c2cc3c(cc2C)NC(=O)CO3)c1
→ -0.1%, 4%, ., -0.1%
> Cc1ccc(NC(=O)c2cccc(NC3=NC4CS(=O)(=O)CC4S3)c2)cc1 (centres undefined)
→ 1.1%, 25%, ., 0.4%
> COc1cccc(C2=NOC(C(=O)Nc3ccc4c(c3)OCO4)C2)c1OC (centres undefined)
→ 1.1%, 13%, ., -0.6%
> CCOC(=O)Cn1cnc2c(nnn2-c2ccc(F)cc2)c1=O
→ 0.6%, 5%, ., 0.7%
> CCOC(=O)c1cccc(NC(=O)c2ccc(F)cc2F)c1
→ 4.9%, 15%, ., 0.0%
> Cc1cccc(NS(=O)(=O)c2nnc(NC(=O)c3ccccc3F)s2)c1
→ 0.4%, 2%, ., -0.3%
> Cc1cccc(N(C)C(=O)c2cc(S(=O)(=O)N3CCc4ccccc43)cn2C)c1
→ 2.1%, -1%, ., -1.5%
> COc1ccc(OC)c(N(C)S(=O)(=O)c2cc3c(cc2C)NC(=O)CO3)c1
→ 3.0%, 6%, ., -1.1%
> COc1ccc(CNC(=O)CN2C(=O)C(c3ccccc3)Oc3cccnc32)cc1 (centres undefined)
→ 0.6%, 9%, ., -0.5%
> NS(=O)(=O)c1ccc(NC(=O)CSc2nc3ccccc3nc2N2CCOCC2)cc1
→ 2.2%, 6%, ., 1.7%
> CCCN1CCN(C(=O)CCS(=O)(=O)c2cc3c(cc2Cl)NC(=O)CO3)CC1
→ -0.1%, 4%, ., 0.2%
> O=C(NCCc1ccccc1)C1CCN(C(=O)N2CCOc3ccccc32)CC1
→ 1.6%, 10%, ., -0.7%
> O=C(NCc1ccc(OC(F)(F)F)cc1)c1ccc2c(c1)S(=O)(=O)c1ccccc1C2=O
→ 2.3%, 5%, ., -0.7%
> CN(C)/C=N/NC(=O)C1Cc2c(ccc3ccccc23)O1 (centres undefined)
→ 1.6%, 7%, ., 0.1%
> COc1cc2c(cc1OC)CN(Cc1ccc(F)cc1)CC2
→ 1.1%, 11%, ., -1.0%
> O=C(Nc1ccc(-c2csc(Nc3ccccc3)n2)cc1)c1ccccc1
→ 5.8%, 10%, ., 0.0%
> CC#CCN1c2ccccc2[C@]23C[C@@H](C(=O)OC)N(C(=O)c4ccc(Br)cc4)C2=NC(C(=O)OC)=C(C(=O)OC)[C@H]13
→ -2.1%, 5%, ., -1.7%
> CCOc1ccc(NC(=O)CSc2nc3ccccc3nc2N2CCOCC2)cc1
→ 1.5%, 3%, ., 0.1%
> COc1ccc(C2=NS(=O)(=O)N(C)C(C(=O)N3CCCCC3)=C2)cc1OC
→ 0.5%, 0%, ., -0.7%
> O=C(O)c1cccc(Nc2nc(-c3ccccc3)nc3ccccc23)c1
→ 1.1%, 9%, ., 2.4%
> Cc1cc(=O)n2nc(N3CCCC(C(=O)NCc4ccccc4)C3)sc2n1 (centres undefined)
→ 3.1%, 1%, ., -0.1%
> COc1cc2c3c([nH]c2cc1F)C(=O)NCC3
→ -1.3%, 5%, ., 0.4%
> CCOC(=O)c1cc(S(=O)(=O)N2CCN(Cc3ccccc3)CC2)cn1C
→ 1.2%, 5%, ., -1.3%
> Cc1cc2c(cc1S(=O)(=O)CCC(=O)NCc1ccccc1)OCC(=O)N2
→ 0.7%, 8%, ., -0.5%
> O=C(NCc1cccc(Br)c1)C1CC(c2ccc(C(F)(F)F)cc2)=NO1 (centres undefined)
→ 1.5%, 0%, ., -0.2%
> CCc1ccc(NC(=O)C2CCCN2c2nn3c(=O)cc(C)nc3s2)cc1 (centres undefined)
→ 2.2%, 7%, ., -0.6%
> Cc1ccccc1C1c2[nH]c3ccccc3c2C[C@H]2C(=O)N(C3CCN(Cc4ccccc4)CC3)CC(=O)N12 (some centres undefined)
→ -1.3%, 10%, ., -1.2%
> O=c1ccc2cc(S(=O)(=O)NCc3ccccc3)ccc2[nH]1
→ 1.5%, 2%, ., -0.5%
> CC1CCN(C(=O)CCC(=O)N2CC(C)Oc3ccccc32)CC1 (centres undefined)
→ 1.0%, 6%, ., -0.1%
> C=C1CCC[C@]2(C)C[C@H]3OC(=O)C(CN(C)CC(OC)OC)[C@H]3CC12 (some centres undefined)
→ 28%, 14%, ., ?
> COc1cc(CNCCCN2CCOCC2)cc(Cl)c1OCC(=O)NC(C)(C)C
→ -0.8%, 15%, ., -3.1%
> CN[C@H]1CCc2cc(OC)c(OC)c(OC)c2-c2ccc(N(C)CC(OC)OC)c(=O)cc21
→ 5.2%, -1%, ., 0.7%
> CCOC(=O)c1cc(-c2ccc(/C=C3/C(=O)N(c4ccc(C(=O)O)cc4)N=C3C)o2)ccc1Cl
→ -1.6%, ?, ., -0.2%
> COc1ccc(OCCCC(=O)OC(C)C(=O)Nc2ccc(C)cc2)cc1 (centres undefined)
→ 2.6%, 11%, -9%, .
> O=C(Nc1cc2c3c(c1)CC(=O)N3CCC2)C1CCCCC1
→ -2.0%, 14%, -3%, .
> CCOCCn1[nH]c2ccccc2c1=O
→ 2.9%, 20%, 4%, .
> CCOC(=O)c1c(C)[nH]c(C(=O)OCC(=O)NC2(C#N)CCCCC2)c1C
→ 4.2%, 11%, -10%, .
> CCOC(=O)[C@H]1[C@H]2COc3ccc(C)cc3[C@@H]2N2C(=O)c3cc(Cl)ccc3NC(=O)[C@@]12C
→ 2.0%, 11%, -7%, .
> O=C(COC(=O)c1cc[n+]([O-])cc1)Nc1cc([N+](=O)[O-])ccc1Cl
→ -1.9%, 9%, -1%, .
> Nc1nnc(SCC(=O)Nc2cccnc2Cl)s1
→ -2.3%, 2%, 1%, .
> Cc1ccccc1NC(=O)Cc1nc(COC(=O)/C=C/c2ccccc2)cs1
→ -0.7%, 13%, -7%, .
> N=C(N)SCCN
→ 0.6%, 29%, -11%, .
> O=C(Cc1ccsc1)NNC(=O)c1ccccc1O
→ 1.3%, 17%, -4%, .
> COc1ccccc1C(=O)NC(=O)COC(=O)c1cccc(C)c1O
→ -0.5%, 22%, -4%, .
> CC(C)(Oc1ccc(Cl)cc1)C(=O)OCc1nc2ccsc2c(=O)[nH]1
→ -0.1%, 11%, -7%, .
> CCC(=O)c1ccc(OCC(=O)OCC(=O)NCCC2=CCCCC2)cc1
→ 0.4%, 4%, 3%, .
> O=C(CCc1nc2ccccc2c(=O)[nH]1)N1CCN(S(=O)(=O)c2ccccc2Br)CC1
→ 13%, 9%, -1%, .
> CC1CCN(C(=O)COC(=O)CNC(=O)C23CC4CC(CC(C4)C2)C3)CC1
→ 0.4%, 19%, -2%, .
> COc1ccc2oc(C(=O)NCCc3ccccc3)c(C)c2c1
→ 15%, 6%, -4%, .
> Cc1cc(C(=O)NNC(=O)c2sccc2C)c(C)o1
→ -0.4%, 14%, 0%, .

# Reprinted at random: two entries already listed, in no set order.
# Below each compound: RSV CPE inhibition, SV40 large T antigen, Salmonella PhoP GFP, West Nile virus CPE
> CCOCCn1[nH]c2ccccc2c1=O
→ 2.9%, 20%, 4%, .
> O=C(Cc1ccsc1)NNC(=O)c1ccccc1O
→ 1.3%, 17%, -4%, .

# Continuation:
# Below each compound: RSV CPE inhibition, SV40 large T antigen, Salmonella PhoP GFP, West Nile virus CPE
> COc1cc(C(=O)OCC(=O)Nc2cc(S(=O)(=O)N3CCOCC3)ccc2C)ccc1OCC(C)C
→ -1.4%, 4%, -4%, .
> CCOc1ccc(NC(=O)CN(C)C(=O)C2CC(=O)N(c3ccc4c(c3)OCCO4)C2)cc1OCC (centres undefined)
→ 0.1%, 11%, -12%, .
> O=C(COc1ccccc1[N+](=O)[O-])N(C1CCCCC1)C1CCS(=O)(=O)C1 (centres undefined)
→ 0.4%, 15%, -4%, .
> CN1C[C@H](C(=O)N[C@]2(C)O[C@@]3(O)[C@@H]4CCCN4C(=O)[C@H](Cc4ccccc4)N3C2=O)CC2c3cccc4[nH]cc(c34)C[C@H]21 (some centres undefined)
→ 1.9%&0.8%, 5%&10%, 0%&-2%, .
> CC1CC1C(=O)OCC(=O)NC(=O)c1ccccc1 (centres undefined)
→ -2.0%, 12%, 4%, .
> CN(C(=O)c1ccc2c(c1)OCO2)C1(C)CCS(=O)(=O)C1 (centres undefined)
→ -2.2%, 8%, 6%, .
> CCOCCn1ccc2c(OCC(=O)NCc3ccccc3)cccc2c1=O
→ -2.0%, 8%, 8%, .
> CNC(=O)c1c(NC(=O)CCS(=O)(=O)c2ccc(C)cc2)sc2c1CCN(C(=O)OC)C2
→ 1.5%, 33%, 4%, .
> CC(=O)Nc1ccc(S(=O)(=O)N(C)CC(=O)OCC(=O)N2CCN(C(=O)c3ccco3)CC2)cc1
→ 0.2%, 6%, -3%, .
> CCN1CCN(c2ccc(S(=O)(=O)N3CCCCC3)cc2NC(=O)c2ccc([N+](=O)[O-])s2)CC1
→ -1.5%, 27%, 4%, .
> O=C(Nc1ccc2c(c1)N(S(=O)(=O)c1cccs1)CCC2)c1c(F)cccc1Cl
→ 18%, 18%, -7%, .
> O=C(NNC(=O)c1ccccc1O)c1ccc(Cl)c(S(=O)(=O)N2CCCCC2)c1
→ 3.4%, 19%, -7%, .
> Nc1c(C(=O)Nc2ccc3c(c2)OCCO3)nnn1Cc1cccc(Br)c1
→ 6.5%, 8%, 7%, .
> CCCNC(=O)COC(=O)C1CCN(S(=O)(=O)c2ccc3c(c2)OCCO3)CC1
→ -1.8%, 1%, -4%, .
> O=C(OCC(=O)N1CCCC1=O)c1ncc(Cl)c(Cl)c1Cl
→ -1.3%, 22%, 3%, .
> CCCc1cc(-c2ccc3c(c2)COc2c4ccccc4nn2-3)on1
→ 8.2%, 18%, 2%, .
> Cc1c(Cl)ccc2sc(N3CCN(C(=O)C4=COCCO4)CC3)nc12
→ ?, 15%, -7%, .
> COC(=O)c1ccc2c(=O)[nH]c(COC(=O)CCC(=O)c3ccc(Cl)cc3)nc2c1
→ 0.5%, 7%, -12%, .
> O=C(Oc1ccc(F)c(F)c1)c1ccc2c(=O)n3c(nc2c1)CCC3
→ -0.8%, 9%, 8%, .
> CCN(CC(=O)Nc1ccc(NC(C)=O)cc1)C(=O)CC1OC(=O)c2ccccc21 (centres undefined)
→ -1.0%, 20%, -7%, .
> O=C(CNC(=O)C12CC3CC(CC(C3)C1)C2)NCc1ccccc1
→ -0.5%, 8%, -6%, .
> COc1ccc(S(=O)(=O)NCCS(=O)(=O)N2CCN(c3ccccc3)CC2)cc1
→ 0.5%, -1%, -6%, .
> O=C(NNC(=O)C1CCN(S(=O)(=O)c2c(Cl)cccc2Cl)CC1)c1ccccc1O
→ 3.2%, 21%, -5%, .
> Cc1cc(C)cc(NC(=O)CSc2nnc(-c3ccncc3)o2)c1
→ -1.4%, 6%, -8%, .
> CN(C)S(=O)(=O)c1ccc(N2CCCC2)c(C(=O)N2CCN(S(=O)(=O)c3ccccc3F)CC2)c1
→ -1.5%, 12%, -10%, .
> CCN(CC)CCn1c2c(c(SCC(=O)Nc3cc(C)cc(C)c3)nc1=O)CCC2
→ -1.1%, 22%, 0%, .
> Cc1ccccc1OCCC(=O)OCC(=O)NC1CCS(=O)(=O)C1 (centres undefined)
→ -2.2%, 22%, -1%, .

# Some of the compounds tested. The share of hits here may be higher or lower than overall.
